PI5P4K alpha inh = qHTS for Inhibitors of phosphatidylinositol 5-phosphate 4-kinase (PI5P4K). max response, %. PI5P4Kalpha enzyme, ADP-Glo luminescence, 60 min; stronger effect = lower value. AID 652105, 2013. 330,000 tested, 1.2% active. Phosphatidylinositol 5-phosphate 4-kinase type-2 alpha (Homo sapiens), P48426; active = max response of -50% or lower; inconclusive = between -30% and -50%; inactive = -30% or higher; note: value at the top dose of about 77 µM; % is set by controls: 0 for no effect and ±100 for the full control effect
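Compounds were pin-transferred onto PI5P4Kalpha and substrate in HEPES pH 7.4 buffer with EGTA, CHAPS and 5% DMSO. ATP (5 microM final) started the reaction, which ran 60 minutes at room temperature before ADP-Glo detection.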
GLP1R ag = qHTS of GLP-1 Receptor Agonists; 380,000 tested, 0.007% active; HEK293 GLP-1R CRE-luciferase, luminescence, 4-6 h; cells express a hypersensitive GLP-1R form; Potency, µM (doses to about 45.6 µM), inactives show top-dose activation, usual class: activators; AID 624172, 2012; note: potency is the fitted concentration of half-maximal effect; % of control where 0% means no effect
PTHR1 ag = qHTS for PTHR1 Agonists: Primary Screen; Potency, µM (doses to about 115 µM), for inactives: at the highest dose activation, most hits filed as activators; HEK293 GP2 PTHR1 cells, GloSensor cAMP luminescence, 1 h; 410,000 tested, 0.075% active; Parathyroid hormone/parathyroid hormone-related peptide receptor (Homo sapiens), Q03431; note: potency is the fitted concentration of half-maximal effect; nearly all actives have a fitted effect of over 55% in size; some results filed as inactive show a strong effect at the top dose; inactives centre near -15; many of its hits are not listed in these tables
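HEK-293-derived GP2 cells expressing PTHR1 and a GloSensor cAMP reporter, 3,000/well, plated overnight, given luciferin plus IBMX (each 0.5 mM as added) for 1 h at 37 °C, then compound for 1 h at 37 °C. Luminescence was read after 15 min at room temperature.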
EPAC1 antagonist = qHTS for Antagonist of cAMP-regulated guanine nucleotide exchange factor 3 (EPAC1): primary screen | AID 720709, 2013 | EPAC1 GEF assay, Rap1b-BODIPY-GDP exchange fluorescence | Potency, µM (series often up to 115 µM), for inactives: at the highest dose activity change, negative = inhibition, most hits filed as inhibitors | 360,000 tested, 0.14% active | Rap guanine nucleotide exchange factor 3 (Homo sapiens), O95398;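 note: potency is the fitted concentration of half-maximal effect; plate controls were vehicle for no effect and positive control for full effect; nearly all actives have a fitted effect of over 50% in size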
Target sequence (O95398 whole entry, looked up): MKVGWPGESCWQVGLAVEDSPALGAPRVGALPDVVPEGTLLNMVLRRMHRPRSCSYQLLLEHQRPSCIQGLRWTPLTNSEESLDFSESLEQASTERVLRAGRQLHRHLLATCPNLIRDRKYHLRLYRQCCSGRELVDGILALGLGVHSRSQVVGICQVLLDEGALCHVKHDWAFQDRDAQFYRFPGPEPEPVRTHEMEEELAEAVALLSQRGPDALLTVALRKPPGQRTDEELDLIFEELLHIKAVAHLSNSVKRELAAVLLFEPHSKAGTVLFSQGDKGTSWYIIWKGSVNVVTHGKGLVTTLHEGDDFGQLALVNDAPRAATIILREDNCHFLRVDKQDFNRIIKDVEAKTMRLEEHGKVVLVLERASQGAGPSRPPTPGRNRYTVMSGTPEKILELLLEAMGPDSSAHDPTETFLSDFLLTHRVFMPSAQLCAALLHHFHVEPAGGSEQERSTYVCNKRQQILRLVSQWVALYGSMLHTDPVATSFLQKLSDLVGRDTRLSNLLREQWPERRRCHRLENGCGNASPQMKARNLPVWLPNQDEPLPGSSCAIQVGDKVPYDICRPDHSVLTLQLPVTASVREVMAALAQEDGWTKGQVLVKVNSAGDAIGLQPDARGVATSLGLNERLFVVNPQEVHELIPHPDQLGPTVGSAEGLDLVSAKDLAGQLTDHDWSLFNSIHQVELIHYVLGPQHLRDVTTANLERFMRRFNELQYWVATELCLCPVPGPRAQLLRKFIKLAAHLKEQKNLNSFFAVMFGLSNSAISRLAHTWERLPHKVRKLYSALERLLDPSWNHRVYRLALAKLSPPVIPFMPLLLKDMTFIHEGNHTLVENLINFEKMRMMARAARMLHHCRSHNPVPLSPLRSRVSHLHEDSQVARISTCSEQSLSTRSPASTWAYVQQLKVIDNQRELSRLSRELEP
HEK293 tox = qHTS of GLP-1 Receptor Inverse Agonists: Cytotox Screen | HEK293 cAMP-luciferase reporter cells, luminescence, 24 h | Potency, µM (titrated, usually from 38.3 µM), for inactives: top-dose activity change, negative = inhibition, most hits filed as inhibitors | 410,000 tested, 0.13% active | AID 624418, 2012;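 note: loss of luciferase light is scored as toxicity; potency is the fitted concentration of half-maximal effect; % is set by controls: 0 for no effect and ±100 for the full control effect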
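To flag toxic compounds, the library was rerun on cells for 24 hr at 37 deg C and 5% CO2. Viability-linked luminescence was captured 12 min after adding luciferase detection reagent.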
EPAC1 ag = qHTS for Agonist of cAMP-regulated guanine nucleotide exchange factor 3 (EPAC1): primary screen | EPAC1 agonist qHTS, biochemical assay; response scale: 100% = response to 6.5 mM cAMP | Potency, µM (top dose mostly 154 µM), without a hit: at the top dose activation, hits mostly activators | 360,000 tested, 0.073% active; note: potency is the fitted concentration of half-maximal effect; nearly all actives have a fitted effect of over 60% in size
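Multi-concentration qHTS readout: loss of Rap1B-bound BODIPY-GDP fluorescence driven by 100 nM EPAC1 with excess GDP (50 uM), monitored kinetically at room temperature; agonist response expressed relative to 6.5 mM cAMP.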
PLK1 PBD inh = qHTS for Inhibitors of PLK1-PDB (polo-like kinase 1 - polo-box domain): Primary Screen | Plk1 PBD binding of FITC phosphopeptide, fluorescence polarization | Potency, µM, for the others: max response, negative = inhibition, hits mostly inhibitors | 360,000 tested, 2.8% active; note: potency is the fitted concentration of half-maximal effect; series mostly up to about 57 µM; % is set by controls: 0 for no effect and ±100 for the full control effect; nearly all actives have a fitted effect of over 65% in size
GLP-1R inv ag = qHTS of GLP-1 Receptor Inverse Agonists (Inhibition Mode); Glucagon-like peptide 1 receptor (Homo sapiens), P43220; HEK293 GLP-1R CRE-luciferase, luminescence, 24 h; GLP-1R form is constitutively active; Potency, µM (top dose mostly 38.3 µM), inactives show at the top dose activity change, negative = inhibition, usual class: inhibitors; 410,000 tested, 1.6% active; AID 624417, 2012; note: potency is the fitted concentration of half-maximal effect; % is set by controls: 0 for no effect and ±100 for the full control effect; nearly all actives have a fitted effect of over 55% in size
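Seeding at 200 cells/uL, 12 h culture, 24 hr compound treatment, then luciferase reagent and a luminescence read; cells are HEK293 stably expressing a constitutively active GLP-1R plus cAMP-responsive luciferase.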
IL-2 act = qHTS of IL-2 Activators; IL-2 activation reporter assay, cell-based qHTS; stimulated with anti-CD3/CD4/CD28 beads; in transgenic mouse T cells; 360,000 tested, 0.065% active; AID 652025, 2013; activation, % (series mostly up to about 46 µM); in the data active = activation above about 50%; inconclusive = mostly about 30% to 49%; note: 0% is about no effect
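Unstimulated transgenic mouse T cells; 60-min compound exposure; bead-based TCR/CD4/CD28 stimulation; 18 h culture, 37 degrees C; dual fluorescence (EGFP, DsRed) plate cytometry.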
The depositor's hits bear a star; i = inactive; ? = inconclusive; · = no result given; & = joins results of further samples; [ ] = remark or other dose. Unless noted, calls come from the whole dose curve; as a rule, active = well fitted curve in the direction sought with a large enough effect; inconclusive = small, poorly fitted or top-dose-only effect, or another doubt; inactive = no such curve, though single readings can be large; an effect the other way counts as inactive or inconclusive. This is a subset; count on the stated rates, not on these rows.

SMILES	PI5P4K alpha inh	GLP1R ag	PTHR1 ag	EPAC1 antagonist	HEK293 tox	EPAC1 ag	PLK1 PBD inh	GLP-1R inv ag	IL-2 act
COc1ccc(Br)cc1C1NC(=O)c2c(sc3c2CCN(C)C3)N1 (stereo not given)	4	-3%	i	-18%	17%	15%	-1%	8%	0.3
CC(=O)c1ccc(C(=O)Nc2nnc(-c3ccc(Cl)cc3)o2)cc1	?	0%	-15%	-22%	-6%	-17%	-14%	-30%	-2.5
CCN1C(=O)[C@@H]2[C@@H](c3ccc(SC4CCCCC4)c(OC)c3)N3CCC[C@@]3(C(=O)OC)[C@@H]2C1=O	0	12%	i	-9%	-5%	1%	-8%	?	-0.2
O=C(O/N=C/c1cccc([N+](=O)[O-])c1)C1CC1	9	1%	i	-1%	15%	12%	-8%	22%	-0.4
CC1(C)Oc2ccc(C(=O)N3CCOCC3)cc2N(CC(=O)Nc2ccccc2)C1=O	1	2%	-6%	2%	-6%	-1%	?	0%	0.1
Cc1ccc(S(=O)(=O)c2c[nH]c3ccc(Cl)cc3c2=O)cc1	-18	1%	-18%	?	-23%	-8%	-28%	-2%	-1.0
Cc1ccc(OCCCC(=O)Nc2ccc3c(c2)OCCO3)cc1	0	-1%	-54%[inhibitor]	-3%	15%	2%	-22%	-15%	0.0
CC(=O)Nc1ccc(S(=O)(=O)NCCC(=O)Nc2cc(C)ccn2)cc1	1	8%	i	-2%	4%	?	-2%	1%	0.3
C=CCn1c(SCc2csc(-c3ccc(C)cc3)n2)nnc1-c1ccccc1OC	14	7%	-36%[inhibitor]	-21%	-1%	2%	-4%	?	-0.5
Cc1ccc(CNC(=O)COC(=O)CSc2cc(C)c(Br)cc2C)cc1	2	1%	-12%	?	1%	18%	-13%	14%	1.5

Sorted by length of the SMILES (rising): part of the list above
SMILES	PI5P4K alpha inh	GLP1R ag	PTHR1 ag	EPAC1 antagonist	HEK293 tox	EPAC1 ag	PLK1 PBD inh	GLP-1R inv ag	IL-2 act
Cc1ccc(OCCCC(=O)Nc2ccc3c(c2)OCCO3)cc1	0	-1%	-54%[inhibitor]	-3%	15%	2%	-22%	-15%	0.0
O=C(O/N=C/c1cccc([N+](=O)[O-])c1)C1CC1	9	1%	i	-1%	15%	12%	-8%	22%	-0.4
COc1ccc(Br)cc1C1NC(=O)c2c(sc3c2CCN(C)C3)N1 (stereo not given)	4	-3%	i	-18%	17%	15%	-1%	8%	0.3
Cc1ccc(CNC(=O)COC(=O)CSc2cc(C)c(Br)cc2C)cc1	2	1%	-12%	?	1%	18%	-13%	14%	1.5
CC(=O)c1ccc(C(=O)Nc2nnc(-c3ccc(Cl)cc3)o2)cc1	?	0%	-15%	-22%	-6%	-17%	-14%	-30%	-2.5
CC(=O)Nc1ccc(S(=O)(=O)NCCC(=O)Nc2cc(C)ccn2)cc1	1	8%	i	-2%	4%	?	-2%	1%	0.3
C=CCn1c(SCc2csc(-c3ccc(C)cc3)n2)nnc1-c1ccccc1OC	14	7%	-36%[inhibitor]	-21%	-1%	2%	-4%	?	-0.5
CC1(C)Oc2ccc(C(=O)N3CCOCC3)cc2N(CC(=O)Nc2ccccc2)C1=O	1	2%	-6%	2%	-6%	-1%	?	0%	0.1
CCN1C(=O)[C@@H]2[C@@H](c3ccc(SC4CCCCC4)c(OC)c3)N3CCC[C@@]3(C(=O)OC)[C@@H]2C1=O	0	12%	i	-9%	-5%	1%	-8%	?	-0.2

Next part
SMILES	PI5P4K alpha inh	GLP1R ag	PTHR1 ag	EPAC1 antagonist	HEK293 tox	EPAC1 ag	PLK1 PBD inh	GLP-1R inv ag	IL-2 act
CCOC(=O)[C@H]1[C@H]2COc3ccc(Cl)cc3[C@@H]2N2C(=O)[C@@H](CO)NC(=O)[C@@]12C	-8	2%	-13%	3%	?	-27%	-4%	15%	-0.7
CCOC(=O)C(Cc1ccccc1)NC(=O)CCCC(=O)c1ccccc1 (stereo not given)	2	9%	-26%	10%	-11%	-9%	-5%	0%	-0.4
CCCn1c(C)cc(C(=O)COC(=O)c2c(C)nn(-c3ccccc3)c2C)c1C	2	-6%	-24%	-7%	-6%	-5%	0%	10µM*	-1.9
CC(C)CNc1nc(Oc2ccc(=O)[nH]n2)nc(N(C)C)n1	·	-2%	i	1%	11%	2%	-2%	0%	-2.6
O=C(O)c1cccc(Oc2ccc([N+](=O)[O-])cc2)c1	8	-5%	0%	9%	5%	6%	0%	1%	-0.5
Cn1c(COc2ccccc2)nnc1SCC(=O)Nc1ccc(N2CCOCC2)c(Cl)c1	·	6%	-1%[57.5 µM]	5%	3%	-3%	-2%	7%	-1.4
O=C(Cc1ccc(Br)cc1)N1CCN(c2ccccc2)CC1	0	-3%	-15%	-3%	-5%	0%	-12%	?	0.9
S=C1NC2=C(CCCC2=C2SCCCS2)C(c2ccccc2)N1 (stereo not given)	-21	17%	i	12%	-6%	-11%	-25%	?	-0.8
O=c1c2cn[nH]c2[nH]c(=S)n1-c1ccccc1F	·	-6%	-2%	8%	2%	8%	-18%	7%	-2.3
COC(=O)C1=C(C)N=C2SC(C)C(=O)N2C1/C=C/c1ccccc1 (stereo not given)	-2	-5%	-4%[57.5 µM]	-1%	3%	4%	-2%	0%	-4.2
COc1cc(-c2ncc3ccccn23)cc(OC)c1OC	0	15%	-21%	2%	6%	-3%	-12%	3%	-2.8
CCCC1=[N+](CC(=O)c2ccc(Br)cc2)CCn2cccc21	-1	-1%	i	6%	1%	-1%	0%	-11%	-7.5
Cc1ccc(-c2nn(-c3cc(Cl)ccc3[N+](=O)[O-])c(=O)c3ccccc23)cc1C	6	1%	i	?	19%	6%	0%&-22%	?	-0.6
COc1cc2cc(C(=O)Nc3ccc4c(c3)OCCO4)[nH]c2cc1OC	-5	-4%	i	-18%	-9%	-6%	-3%	?	0.2
COc1ccc(CC(=O)N(C)Cc2cccc(F)c2)cc1S(=O)(=O)N1CCOCC1	-3	-5%	i	11%	8%	4%	-5%	-9%	1.0
Cc1ccc(S(=O)(=O)Nc2cc(C)c(O)c(Sc3n[nH]c(C)n3)c2)cc1	5	6%	-8%	-17%	16%	3%	-8%	-6%	0.0
S=c1[nH]c2ccccc2o1	-5	0%	-19%	-10%	7%	-3%	?	10%	1.3
COCCN(C(=O)CCC(=O)Nc1ccccn1)C(C(=O)NC1CCCC1)c1ccc(OC)cc1 (stereo not given)	4	-1%	-3%[57.5 µM]	2%	-10%	9%	0%	1%	-0.1
COc1cccc(C(=O)Nc2cccc(C(=O)NC3=NN(c4c(Cl)cc(Cl)cc4Cl)C(=O)C3)c2)c1	-58*	-14%	i	?	7%	0%	?	-8%	-0.6
CNC(=O)C(=O)N/N=C/c1cccnc1	2	-1%	i	11%	-13%	-3%	2%	-9%	-5.0
Cc1ccc2c(c1)N(CCC(=O)NC1CCCCC1C)C(=O)CO2 (stereo not given)	0	10%	-6%	8%	0%	2%	-9%	-16%	0.8
O=C(Cn1cncn1)N/N=C/c1cc([N+](=O)[O-])ccc1O	4	-6%	i	13%	-19%	4%	-6%	-11%	-0.1
O=S(=O)(NCC(c1cccnc1)N1CCOCC1)c1ccc(Cl)cc1 (stereo not given)	-9	-4%	i	-1%	-15%	1%	1%	10%	-2.0
CCc1nc2ccc(C(=O)N(C)Cc3ccco3)cn2c1N(CC)Cc1cccc(Br)c1	-1	5%	-10%	-18%	-26%	-3%	-5%	-22%	-0.2
O=C(Nc1ccc(C(=O)N2CCCC2)cc1)c1ccccc1Br	6	-2%	-3%	-5%	14%	7%	-11%	-1%	-2.7
CC1CCCN(C(=O)CN2CCC(c3nc4ccc(Cl)cc4[nH]3)CC2)C1 (stereo not given)	2	3%	i	1%	-16%	-5%	2%	?	1.9
CN1CCC(OC(=O)COc2ccc(Br)cc2)CC1	-2	5%	i	-25%	-2%[7.66 µM]	1%	-6%	2%[7.66 µM]	2.1
CC(=O)Nc1ccc(C(=O)OCc2ccc(F)cc2)cc1	7	10%	-76%[inhibitor]	-18%	8%	1%	-5%	10%	-0.6
O=C(COC(=O)c1ccc(O)cc1)NCCc1c[nH]c2ccccc12	-12	15%	-14%	10%	-17%	18%	-2%	-14%	-1.5
COc1ccc(-n2nc(C(=O)NCC(=O)O)c3ccccc3c2=O)cc1	-1	-6%	i	-15%	-11%	11%	-15%	7%	0.7
O=C(Nc1ccccc1F)C(=O)Nc1cccc2ccccc12	7	-1%	-11%	-7%	-1%	4%	-14%	13%	-0.2
COc1ccc(C(=O)c2c(NC(C)=O)sc3c2CCN(C(=O)OC(C)(C)C)C3)cc1	2	16%	-20%	3%	31%[activator]	9%	1%	?	-0.7
Cc1ccccc1CSCc1nc2ccccc2[nH]1	-1	3%	-19%	-26%	21%	5%	-11%	?	-0.6
O=C(CN1C(=O)COc2ccccc21)N1CCN(C2CCCCC2)CC1	-7	10%	i	-7%	18%	-5%	-8%	-17%	3.3
O=C(O)C(c1cccs1)C1(O)CCCCC1 (stereo not given)	-1	8%	i	3%	6%	9%	-5%	29%	-0.7

High-throughput results: PubChem BioAssay, National Center for Advancing Translational Sciences (NCATS)
